S100A4 MyoIIA: inhibitors of S100A4-myosin IIA peptide binding, primary screen, biochemical, fluorescence polarization, TAMRA-MyoIIA peptide; inhibition, % at 10.7 µM; 0.14% of 360,000 active; AID 652163, 2013;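 active means mean inhibition of at least 70% across replicates, with every replicate also reaching that level; inconclusive means mean inhibition reaches 70% but some replicates fall short; inactive means mean inhibition below 70%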
Target sequence (P26447 whole entry, looked up): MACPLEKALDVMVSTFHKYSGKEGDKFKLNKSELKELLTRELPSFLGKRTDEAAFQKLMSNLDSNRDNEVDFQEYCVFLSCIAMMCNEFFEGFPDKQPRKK
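Material: S100A4 monomer protein | Medium: HEPES pH 7.2 with CaCl2, KCl, NaCl, DTT, Triton | Reagent: Labelled myosin peptide probe, 5 nM | Doses: One dose per compound | Times: 5 min incubation before reading | Benchmarks: Neutral control DMSO, positive control TFP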
Statin myotox sup: suppressors of statin myotoxicity in C2C12 myotubes, primary screen, cell-based, single point, plate reader | 0.78% of 330,000 active | AID 602340, 2012 | rescue of ATP level, % at 7.49 µM | C2C12 myotubes + simvastatin, ATP luminescence, 48 h; scaled: DMSO 0, geranylgeraniol control 100;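 active means mean ATP rescue above about 67%, or every replicate alone reaching that limit, limit read from the data, passing the limit was not always enough; inconclusive means no clear call, values can overlap the other calls; inactive means mean under the limit and some replicate under it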;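 further: myotubes were challenged with 10 µM simvastatin during compound exposure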
PglD DTNB: C. jejuni PglD acetyltransferase inhibitors, primary screen, biochemical, DTNB colorimetric, single point; purified PglD enzyme, DTNB colorimetric CoA detection; inhibition, % at 12.5 µM; 0.098% of 360,000 active; UDP-N-acetylbacillosamine N-acetyltransferase PglD (Campylobacter jejuni); AID 602405, 2012; in the data active means inhibition above about 16%, passing the limit was not always enough; inconclusive means no clear call, values can overlap the other calls; further: strong numbers were not always called active
ERp5 inh: inhibitors of ERp5-driven insulin aggregation, primary screen, biochemical, turbidity, absorbance 650 nm, single point; Protein disulfide-isomerase A6 (Homo sapiens), Q15084; 90 min; inhibition, % at 9.99 µM; 0.05% of 350,000 active; AID 651711, 2012;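 active means mean replicate inhibition above about 25%, with every replicate also reaching it, limit read from the data, passing the limit was not always enough; inconclusive means only one of those two criteria met; inactive means neither criterion met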
Target sequence (Q15084 whole entry, looked up): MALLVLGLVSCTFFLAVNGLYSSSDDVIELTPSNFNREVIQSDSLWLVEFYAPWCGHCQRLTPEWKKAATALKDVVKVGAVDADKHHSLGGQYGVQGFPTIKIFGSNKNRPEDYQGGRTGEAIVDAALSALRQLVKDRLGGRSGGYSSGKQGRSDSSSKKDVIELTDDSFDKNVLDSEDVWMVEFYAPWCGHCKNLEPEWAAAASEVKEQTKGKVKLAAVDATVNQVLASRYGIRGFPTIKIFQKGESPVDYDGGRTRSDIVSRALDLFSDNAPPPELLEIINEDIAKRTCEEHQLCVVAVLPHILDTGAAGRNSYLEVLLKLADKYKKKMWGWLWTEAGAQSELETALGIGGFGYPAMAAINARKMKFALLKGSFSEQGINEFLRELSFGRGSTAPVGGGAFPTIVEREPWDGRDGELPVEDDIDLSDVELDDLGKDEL
SIRT5 block: SIRT5 desuccinylase inhibitors, primary screen, biochemical, fluorescence imaging, single point, set 5; NAD-dependent protein deacylase sirtuin-5, mitochondrial (Homo sapiens), Q9NXA8; Purified SirT5, succinyl-peptide AMC, trypsin-coupled fluorescence; inhibition, % at 15 µM; 1.1% of 330,000 active; AID 652115, 2013; in the data active means inhibition above about 15%; inconclusive means no clear call, values can overlap the other calls
Target sequence (Q9NXA8 whole entry, looked up): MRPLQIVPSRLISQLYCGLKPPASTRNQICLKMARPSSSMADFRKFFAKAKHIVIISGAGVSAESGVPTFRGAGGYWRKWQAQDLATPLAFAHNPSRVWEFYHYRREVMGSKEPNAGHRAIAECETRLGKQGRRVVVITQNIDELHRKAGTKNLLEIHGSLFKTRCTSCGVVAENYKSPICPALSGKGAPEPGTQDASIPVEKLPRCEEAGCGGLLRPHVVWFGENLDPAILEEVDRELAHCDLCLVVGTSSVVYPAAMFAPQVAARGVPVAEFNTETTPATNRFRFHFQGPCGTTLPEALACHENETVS
E-selectin induc: E-selectin induction in HUVECs, primary screen, imaging, HUVEC, immunofluorescence imaging, single point | normalized: neutral wells 0, TNF-alpha wells 100 | activation, % at 7.58 µM | AID 686992, 2013 | 0.37% of 260,000 active | P16581;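 active means mean E-selectin-positive cell signal at least 10% of the positive control, reached in at least 60% of replicates, without over 20% cell loss; inconclusive means no rule given, readout overlaps actives, possibly toxicity-flagged; inactive means the rest, including those meeting only one limit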;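 further: in these data hits start at about 27%; measured in HUVEC primary endothelial cells; signal is the percent of cells scored E-selectin positive by PE staining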
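assay system = HUVEC, human umbilical vein endothelial cells | input = 3,000 HUVEC seeded per well | medium = EGM-2 growth medium on 0.1% gelatin-coated wells | dosing = one compound dose added by pin transfer | signal = immunofluorescence imaging | read-out basis = % PE-positive cells | control set = TNF-alpha, DMSO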
DENV2 CPE: inhibitors of DENV2 cytopathic effect, primary screen, cell-based, plate reader, single concentration | AID 651640, 2012 | CPE inhibition, % at 9.99 µM | DENV2-infected cells, cytopathic effect rescue | 1.7% of 350,000 active; in the data active means CPE inhibition above about 20%, passing the limit was not always enough; inconclusive means no clear call, values can overlap the other calls; tested in BHK-21 cells;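 further: 0% = median of neutral control wells and 100% = median of positive control wells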
An asterisk follows results filed as active; ? = inconclusive; . = no result given. The list is partial; rates above refer to the full screens.

SMILES	S100A4 MyoIIA	Statin myotox sup	PglD DTNB	ERp5 inh	SIRT5 block	E-selectin induc	DENV2 CPE
C[C@@H]1CN([C@@H](C)CO)C(=O)c2cc(NC(=O)Cn3cnnn3)ccc2O[C@H]1CN(C)S(C)(=O)=O	3	.	-1	-1	-1	-12	-2
CO[C@H]1CN(C)C(=O)c2ccc(NC(C)=O)cc2OC[C@H](C)N(CCc2ccccc2)C[C@H]1C	6	0	0	5	7	0.0	4
CC1(c2nnc(Cc3ccccc3)o2)CC(c2ccc(C#N)cc2)=NO1 (stereo not drawn)	0	.	-2	2	6	-0.1	13
O=C(O)CCCn1cc(NC(=O)COc2ccc([N+](=O)[O-])cc2)cn1	-1	.	.	-1	1	.	4
Cc1cccc(-c2ccc([C@H]3[C@@H](CO)N4CCCCN(Cc5cncnc5)C[C@H]34)cc2)c1	7	22	7	3	-9	0.0	5
Cc1ccc(CNC(=O)CCS(=O)(=O)Cc2ccc(C)cc2)cc1	-13	1	3	-1	0	.	2
CCOCCOC(=O)C(C)Oc1ccc(Oc2ncc(Cl)cc2Cl)cc1 (stereo not drawn)	-3	.	6	5	.	.	-1
O=[N+]([O-])c1ccc(NN=Cc2ccc3c(c2)OCO3)nc1	3	-6	-4	11	2	-0.4	-6
O=C(N[C@@H]1CC[C@H](CC(=O)N2CCCCC2)O[C@@H]1CO)c1ccc2c(c1)OCO2	-7	-1	-2	-3	3	-0.2	?
COc1ccc(Nc2cc(Cl)nc(N)n2)cc1OC	-11	.	.	-4	-5	.	-5
C[C@@H]1CN([C@H](C)CO)C(=O)c2cccc(NC(=O)Nc3ccc(C(F)(F)F)cc3)c2O[C@@H]1CN(C)C(=O)Nc1ccc(F)cc1	1	.	.	0	12	0.1	6
C[C@]12c3[nH]c4ccc(Cl)cc4c3CCN1C(=O)[C@@H](CC(=O)NCc1ccco1)C[C@@H]2C(=O)N1CCOCC1	-2	1	0	-6	-8	-1.9	-10
COCCNC(=O)C1(C)CCCN(C(=O)c2ccccc2OC)C1 (stereo not drawn)	-1	7	-3	4	.	0.0	7
COc1ccc(-c2cc3nc(C)c(CCC(=O)N4CCN(c5ccccn5)CC4)c(C)n3n2)c(OC)c1	-1	.	.	-4	-5	.	0
CCN1C(=O)[C@@H]2[C@@H](c3ccc(-c4ccc(Cl)c(Cl)c4)c(OC)c3)N3CCCC[C@@]3(C(=O)OC)[C@@H]2C1=O	-12	-1	-2	10	-8	0.0	?
Nc1nc(SCC(=O)Nc2ccc([N+](=O)[O-])cc2)[nH]c(=O)c1NC(=O)c1ccc(Br)o1	-5	6	2	2	2	1.2	20*
CC(C)NC(=O)c1ccc2c3n(nc2c1)-c1ccccc1CO3	.	-41	5	.	.	1.2	.
CC1CC(=O)Nc2ccccc2N1S(=O)(=O)c1cccc(Cl)c1 (stereo not drawn)	-2	.	-8	4	1	.	1
Cc1cc(C)cc(NC(=O)C(=O)NCCc2c[nH]c3ccccc23)c1	0	3	-1	1	12	0.9	-5
CCCC[C@@H]1CNC(=O)C(=O)N1CCCCC1CCCCC1	-18	.	.	-1	.	-0.2	42*
Cc1noc(C)c1S(=O)(=O)Nc1ccc2c(c1)C(=O)N([C@@H](C)CO)C[C@H](C)[C@@H](CN(C)S(=O)(=O)c1cn(C)cn1)OCCCC[C@H](C)O2	-2	.	-2	1	-2	.	0
Cc1ccccc1CNC(=O)Cn1cnc(S(=O)(=O)N2CCCC2)c1	2	8	.	-2	10	.	3
CCc1ccc(NC(=O)CNC(=O)Cn2ccc3ccccc3c2=O)cc1	-5	8	-2	3	-1	.	-3
COc1ccc(CN2C(=O)CSCC2(C)C(=O)Nc2c(C)cccc2C)cc1OC (stereo not drawn)	-2	.	.	2	2	0.1	7
NC(=O)c1c(NC(=O)c2cnccn2)sc2c1CCCC2	-1	.	.	3	5	-0.1	2
COc1ccc(C=O)cc1Cn1c(=O)n(CCC(=O)NCc2ccco2)c(=O)c2sccc21	10	2	1	-1	-2	4.1	-7
O=C(Nc1ccc(Br)cn1)C1CCN(S(=O)(=O)c2cccs2)CC1	-1	-12	8	-2	-2	.	-4
COc1ccc(CN2C(=O)C(CC(=O)NCCCCc3ccccc3)CC(C(=O)N(C)C)=C2C)cc1 (stereo not drawn)	-4	8	-3	-1	-6	.	2
COc1ccc2c3c([nH]c2c1)[C@@H](CO)N(C(=O)c1cccnc1)CC31CCN(C(=O)Nc2cccc(F)c2)CC1	8	.	.	4	7	-0.2	7
CN(C)c1ccc(C(=O)C(O)c2ccccc2Cl)cc1 (stereo not drawn)	-4	.	.	11	.	0.2	0
O=C(C[C@H]1C[C@@H]2c3cc(NC(=O)C4CCOCC4)ccc3O[C@@H]2[C@@H](CO)O1)NCCc1ccccc1	-2	-5	1	3	0	0.3	6
C/C(=N\NC(=O)c1nnn(-c2nonc2N)c1CN(C)c1ccccc1)c1ccccc1O	0	0	0	5	1	.	-6
CC1(C)CCc2cc(-c3ccnc(=S)[nH]3)ccc2O1	1	.	.	3	-3	-0.9	1
COc1ccc(CN2C[C@H](C)[C@@H](OC)CN(C)C(=O)c3cc(NC(=O)c4nc5ccccc5s4)ccc3OC[C@@H]2C)cc1	-31	28	3	-4	.	0.2	31*
NC(=O)c1ccc(N2CCN(S(=O)(=O)c3ccccc3)CC2)c([N+](=O)[O-])c1	1	-7	-7	-2	-3	-0.2	-2
COc1ncnc2c1ncn2CCCN(CCCc1ccccc1)CCCn1cnc2c(OC)ncnc21	5	2	.	-7	-3	.	6
O=C(Nc1ccc(C(F)(F)F)cc1)Nc1ccc2c(c1)[C@H]1C[C@H](CC(=O)N3CCc4ccccc4C3)O[C@@H](CO)[C@H]1O2	-19	-67	0	3	0	0.5	-5
CCOC(=O)C1=C(N)Oc2cc(O)ccc2C1c1cccc(Cl)c1 (stereo not drawn)	-3	-1	-4	-1	-1	0.2	8
CCC(=O)N[C@H]1CC[C@H](CC(=O)NCc2ccccc2OC)O[C@@H]1CO	1	2	0	-3	0	-1.0	-2
Nc1ccn(CC(=O)NCCc2ccccn2)c(=O)n1	-10	-1	1	3	-3	-0.2	-4
CCCC#Cc1cnc2c(c1)C(=O)N([C@H](C)CO)C[C@H](C)[C@H](CN(C)Cc1ccccc1)O2	9	.	.	8	-8	-0.2	-7
C[C@@H]1CN([C@H](C)CO)C(=O)c2cccc(NC(=O)CCCCCC(=O)Nc3ccccc3N)c2O[C@@H]1CN(C)Cc1ccc(Cl)c(Cl)c1	-7	.	.	-6	.	-12	11
O=C(c1ccccc1)N1CCN(c2ncnc3c(-c4ccccc4)nsc23)CC1	-2	.	.	0	0	2.6	-5
Cc1nn(C(C)C(=O)Nc2ccccc2Cl)c(=O)c2nn(-c3ccccc3)c(C)c12 (stereo not drawn)	-1	-8	4	.	2	-0.1	11
CC(C)NC(=O)NCC[C@@H]1CC[C@H](NC(=O)c2ccc(F)cc2)[C@H](CO)O1	12	7	0	1	-1	-0.3	-2
COc1ccccc1NC(=O)N[C@H]1CC[C@H](CC(=O)N2CCC(Cc3ccccc3)CC2)O[C@@H]1CO	0	-2	-4	2	-2	-0.6	1
CC1CCN(C(=O)C2CCCN(S(=O)(=O)c3ccc4c(c3)CC(C)N4C(=O)C3CC3)C2)CC1 (stereo not drawn)	2	-5	-7	1	0	-1.8	-9
C[C@H]1CN=C(Nc2ccccc2)N1CC1CCCCC1	-1	14	-2	-8	-6	-0.1	-6
COC(=O)CNC(=O)COC(=O)Cc1ccc(Cl)cc1	-5	.	.	-2	-3	6.4	3
O=S(=O)(c1ccc(F)cc1)N1CCCCN2[C@H](CO)[C@H](c3ccc(-c4ccccc4)cc3)[C@H]2C1	-3	.	-3	2	5	-0.6	-7

Later entries
SMILES	S100A4 MyoIIA	Statin myotox sup	PglD DTNB	ERp5 inh	SIRT5 block	E-selectin induc	DENV2 CPE
O=C(C[C@@H]1CC[C@@H]2[C@H](COC[C@@H](O)CN2C(=O)c2ccncc2)O1)NCc1ccc(-c2ccccc2)cc1	-7	-22	-2	-17	-1	0.0	5
O=C1c2ccccc2S(=O)(=O)N1CC(O)Cn1c2ccccc2c2ccccc21 (stereo not drawn)	-1	.	3	8	14	.	.
COCC(C)NC(=O)COCc1cc(-c2ccc3c(c2)OCO3)on1 (stereo not drawn)	-7	0	2	5	0	0.1	?
O=c1c2ccccc2ncn1-c1ccc(Cl)cc1[N+](=O)[O-]	0	.	.	4	0	.	6
CC(C)(C)OC(=O)n1cc(C(=O)c2ccccc2O)cn1	-3	31	-4	5	2	0.1	-2
C/C(=N\S(=O)(=O)c1ccc(C)cc1)N(C)C	-9	-2	.	1	3	2.1	-2
CCCNC(=O)N1C[C@H](O)COC[C@@H]2O[C@H](CC(=O)N3CCC(Cc4ccccc4)CC3)CC[C@H]21	2	19	1	-5	11	-0.1	?
Cn1nc(C(F)(F)F)cc1-c1ccc(S(N)(=O)=O)s1	0	-3	.	-4	-3	.	5
COc1ccc(N(C)S(=O)(=O)c2cccc(C(=O)N3CCN(c4cccc(C)c4C)CC3)c2)cc1	-19	-2	2	3	0	.	7
CCNC(=S)Nc1ccc(N(c2ccccc2)C(C)C)cc1	6	.	.	2	-6	.	2

Continued, overlapping the part above by three compounds.
SMILES	S100A4 MyoIIA	Statin myotox sup	PglD DTNB	ERp5 inh	SIRT5 block	E-selectin induc	DENV2 CPE
Cn1nc(C(F)(F)F)cc1-c1ccc(S(N)(=O)=O)s1	0	-3	.	-4	-3	.	5
COc1ccc(N(C)S(=O)(=O)c2cccc(C(=O)N3CCN(c4cccc(C)c4C)CC3)c2)cc1	-19	-2	2	3	0	.	7
CCNC(=S)Nc1ccc(N(c2ccccc2)C(C)C)cc1	6	.	.	2	-6	.	2
CC(C)NC(=O)Nc1ccc2c(c1)C(=O)N([C@H](C)CO)C[C@@H](C)[C@H](CN(C)S(=O)(=O)c1cn(C)cn1)OCCCC[C@H](C)O2	16	.	-2	-2	4	.	10
CCn1ccnc1[C@@H]1C[C@H]2CN(c3ccccc3OC)C(=O)[C@]23CCCN13	-2	-3	-5	-4	2	-1.2	5
CSc1ccc(CCCCCCOC(=O)C(C)(C)C)cc1	-5	4	0	-7	.	0.1	12
CCC(C(=O)NCc1ccco1)N(C(=O)CNS(=O)(=O)c1ccccc1)c1ccc(F)cc1 (stereo not drawn)	-1	-6	-1	3	-2	.	-2
C[C@@H]1CCCCO[C@H](CN(C)C(=O)c2ccccc2)[C@H](C)CN([C@H](C)CO)C(=O)c2cc(N(C)C)ccc2O1	7	3	1	8	1	0.1	5
C[C@@H]1CN([C@@H](C)CO)C(=O)Cc2cc(NC(=O)Cn3cnnn3)ccc2O[C@@H]1CN(C)C(=O)Nc1cccc2ccccc12	.	33	0	.	.	-2.8	-5
C[C@@H](O)C#Cc1ccc2c(c1)O[C@H](CN(C)C(=O)c1ccncc1)[C@@H](C)CN([C@@H](C)CO)S2(=O)=O	-9	3	10	0	1	-0.2	2
COCCCNC1=C(Cl)C(=O)c2ccccc2C1=O	-3	.	-3	5	0	-0.2	-18
C/C(CC(=O)Nc1ccc(Cl)cn1)=N\NC(=O)Cc1cccs1	0	.	.	2	-3	4.9	-3
CN1c2ccc(-c3cccc(F)c3)cc2[C@H]2[C@H](CCN2C(=O)c2ccc3c(c2)OCO3)[C@H]1CO	7	55	0	0	.	-0.5	-15
